# NPC1 promoter act = activates the NPC1 promoter; Huh7 NPC1 promoter luciferase reporter, 24 h; AID 485313; Potency, µM (top dose mostly 9.22 µM), for inactives: top-dose activation, usual class: activators; 320,000 compounds, 2.4% hits;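 note: potency is the fitted concentration of half-maximal effect; % of control where 0% means no effect; nearly all actives have a fitted effect of over 60% in size; reporter is driven by a mutant NPC1 promoter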
#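 NPC1 promoter–luciferase Huh7 cells; 24 h compound; luminescence.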
# VP16 counter = counter-screen for ROR gamma inhibitors: Gal4-VP16 reporter. Potency, µM (titrated, usually from 53.6 µM), for inactives: at the highest dose activity, negative = inhibition, most hits filed as inhibitors. Drosophila S2 Gal4-VP16 UAS-luciferase, luminescence, 20 h. 310,000 compounds, 3.5% hits;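 note: Gal4-VP16 expression switched on by copper sulfate through the metallothionein promoter; potency is the fitted concentration of half-maximal effect; % is set by controls: 0 for no effect and ±100 for the full control effect; nearly all actives have a fitted effect of over 50% in size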
# Giardia killer = Giardia lamblia killing | 340,000 compounds, 0.15% hits | activity change, % at 7.66 µM, hits read low | AID 540267 | Giardia lamblia trophozoite viability; in the data active = activity change below about -80%; inconclusive = between about -30% and that limit;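 note: parasites exposed to compound for two days anaerobically before the ATP read; % is set by controls: 0 for no effect and ±100 for the full control effect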
#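 Giardia trophozoites, 100 cells per well, were exposed to compounds for 48 hrs at 37 deg C under anaerobic conditions; viability was then read as ATP content by bioluminescence after 15-30 min at room temperature.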
# RORgamma inh = ROR gamma (mouse) transcription inhibition. P51450. Drosophila S2 Gal4-RORgamma UAS-luciferase reporter, 20 h. Potency, µM (series often up to 53.6 µM), for the others: at the highest dose activity change, negative = inhibition, hits mostly inhibitors. 310,000 compounds, 5.4% hits. AID 2551; note: potency is the fitted concentration of half-maximal effect; % is set by controls: 0 for no effect and ±100 for the full control effect; nearly all actives have a fitted effect of over 60% in size
# Target sequence (P51450 whole entry, looked up, the tested form may be a part): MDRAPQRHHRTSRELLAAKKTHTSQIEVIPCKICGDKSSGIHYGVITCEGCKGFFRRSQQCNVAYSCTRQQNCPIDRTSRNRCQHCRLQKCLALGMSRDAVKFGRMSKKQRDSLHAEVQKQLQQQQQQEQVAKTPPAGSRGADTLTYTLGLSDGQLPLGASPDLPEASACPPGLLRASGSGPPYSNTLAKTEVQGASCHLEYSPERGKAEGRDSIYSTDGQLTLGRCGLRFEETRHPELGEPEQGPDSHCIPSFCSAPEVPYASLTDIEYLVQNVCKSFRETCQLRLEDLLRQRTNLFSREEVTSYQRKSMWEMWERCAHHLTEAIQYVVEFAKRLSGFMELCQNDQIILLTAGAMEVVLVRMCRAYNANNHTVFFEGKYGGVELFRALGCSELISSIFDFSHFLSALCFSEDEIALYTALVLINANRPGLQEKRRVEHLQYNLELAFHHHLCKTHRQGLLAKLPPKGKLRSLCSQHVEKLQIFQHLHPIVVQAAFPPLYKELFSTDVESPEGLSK
#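 Luminescence from a UAS-regulated Photinus luciferase reporter in stably transfected Drosophila Schneider cells is measured; decreased signal marks ROR gamma inhibition. Fusion expression is induced by 700 uM copper sulfate for 20 hr.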
# ELG1 genotox = genotoxicity induction in ELG1-luciferase HEK293T cells; HEK293T ELG1-luciferase reporter, luminescence, 16 h; Potency, µM (doses to about 46 µM), for inactives: at the top dose activity change, positive = activation, hits mostly activators; 330,000 compounds, 1.3% hits; note: potency is the fitted concentration of half-maximal effect; % of control where 0% means no effect; nearly all actives have a fitted effect of over 60% in size
#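 HEK293T cells expressing luciferase-tagged ELG1 were exposed to compound or DMSO vehicle for 16 hr at 37 °C and 5% CO2. Luciferase activity was then measured with ONE-Glo after 30 min at room temperature.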
# FBPA coupling cs = counter-screen for Giardia aldolase inhibitors: coupling enzyme system; activity change, negative = inhibition, % at 58.2 µM, hits read low; coupling enzyme system counterscreen, AmpLite Red fluorescence; 290,000 compounds, 0.67% hits; in the data active = activity change below about -30%; note: % is set by controls: 0 for no effect and ±100 for the full control effect
#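 Counterscreen lacking aldolase: glyceraldehyde-3-phosphate coupling-enzyme reagent preincubated 10 min at RT with compound (at 57.5 uM final), then substrate/coupling system with AmpLite Red added; fluorescence read at 525/598 nm after 20 min RT.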
# uPA generation = cell surface uPA generation inhibition | Potency, µM (top dose mostly 38.3 µM), without a hit: at the top dose activity change, negative = inhibition, hits mostly inhibitors | AID 540303 | cell surface uPA generation assay, qHTS | 330,000 compounds, 0.31% hits; active = well fitted inhibition curve with a large enough effect; inconclusive = small, poorly fitted or top-dose-only effect; inactive = no such curve, though single readings can be large or run the other way; tested in mouse RAW 264.7 cells; note: potency is the fitted concentration of half-maximal effect; % is set by controls: 0 for no effect and ±100 for the full control effect; nearly all actives have a fitted effect of over 55% in size
# KCNH2 3.1 inh = inhibitors of human KCNH2 3.1 potassium channel isoform. U2OS KCNH2 3.1, thallium flux FluxOr; hits give low values. activity change, % (tested at about 1.8 µM). 340,000 compounds, 0.95% hits;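 active = maximum activity change below -70%; inconclusive = maximum activity change from -70% to -50%; inactive = maximum activity change above -50%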;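 note: thallium influx rate constant from kinetic fluorescence after stimulation buffer; % is set by controls: 0 for no effect and ±100 for the full control effect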
#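 Measured as rate of thallium-driven FluxOr signal in transduced U2OS cells carrying the 3.1 channel, read kinetically for 2 min upon stimulation; values are rate constants scaled to DMSO control wells.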
# FLuc counter = firefly luciferase modulation, counter-screen for miR-21 project; Potency, µM (highest dose often 57.5 µM), for the others: top-dose activity change, negative = inhibition, actives largely listed as inhibitors; AID 588342; purified FLuc, Km substrates, luminescence inhibition; 360,000 compounds, 6.9% hits; P08659;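 note: potency is the fitted concentration of half-maximal effect; plate controls were vehicle for no effect and reference inhibitor for full effect; nearly all actives have a fitted effect of over 55% in size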
#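 Purified P. pyralis luciferase, 10 nM final, with Km-level 10 uM D-luciferin and 10 uM ATP in 50 mM Tris acetate pH 7.5, 10 mM Mg acetate, 0.01% Tween-20, 0.05% BSA; 6-point qHTS titration about 60 µM downward; luminescence read.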
# Rab9 promoter act = activators of Rab9 promoter; Huh7 Rab9 promoter-luciferase reporter, luminescence, 24 h; Potency, µM (doses to about 9.22 µM), for inactives: at the top dose activation, negative = inhibition, usual class: activators; 320,000 compounds, 2.8% hits; note: potency is the fitted concentration of half-maximal effect; % of control where 0% means no effect; nearly all actives have a fitted effect of over 60% in size
#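 Promoter activation is measured as luciferase luminescence in Huh7 cells stably transfected with a Rab9 promoter–luciferase construct, following 24 h compound exposure at 37 °C and 10 min reagent incubation at ambient temperature.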
# Tb PFK block = blocks T. brucei phosphofructokinase; O15648; T. brucei PFK, ADP-Glo luminescence; Potency, µM (titrated, usually from 57.5 µM), without a hit: top-dose activity, negative = inhibition, hits mostly inhibitors; 330,000 compounds, 0.17% hits;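 note: potency is the fitted concentration of half-maximal effect; 0% = uninhibited 1x PFK enzyme wells and -100% = no-enzyme wells; nearly all actives have a fitted effect of over 60% in size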
# Target sequence (O15648 whole entry, looked up): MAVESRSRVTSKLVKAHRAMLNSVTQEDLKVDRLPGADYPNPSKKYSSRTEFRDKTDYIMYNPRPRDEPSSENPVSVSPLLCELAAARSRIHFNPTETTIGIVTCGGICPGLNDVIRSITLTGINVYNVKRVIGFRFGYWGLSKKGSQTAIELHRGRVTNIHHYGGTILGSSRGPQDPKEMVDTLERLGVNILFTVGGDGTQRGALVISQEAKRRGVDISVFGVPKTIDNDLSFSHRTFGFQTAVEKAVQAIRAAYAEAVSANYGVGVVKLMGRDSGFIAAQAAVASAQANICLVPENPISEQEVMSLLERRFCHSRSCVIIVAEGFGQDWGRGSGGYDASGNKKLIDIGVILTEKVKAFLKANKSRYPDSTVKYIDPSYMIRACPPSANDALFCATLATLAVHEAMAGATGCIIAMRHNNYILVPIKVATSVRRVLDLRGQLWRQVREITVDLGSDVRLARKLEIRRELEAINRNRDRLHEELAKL
#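 Activity is normalized to no-enzyme wells (full inhibition) and 1.25 nM enzyme wells (no inhibition). Reaction: 0.5 mM F6P, 0.1 mM ATP, 45 min RT, ADP-Glo luminescence; concentration-response curves fitted and classed by quality.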
# * hit, by the source's call; ? = inconclusive; . = not tested or not shown; & = joins results of further samples; [ ] = remark or other dose. Unless noted, calls come from the whole dose curve; as a rule, active = well fitted curve in the direction sought with a large enough effect; inconclusive = small, poorly fitted or top-dose-only effect, or another doubt; inactive = no such curve, though single readings can be large; an effect the other way counts as inactive or inconclusive.
# Screens in order: NPC1 promoter act, VP16 counter, Giardia killer, RORgamma inh, ELG1 genotox, FBPA coupling cs, uPA generation, KCNH2 3.1 inh, FLuc counter, Rab9 promoter act, Tb PFK block
- CS(=O)CSc1nc2c(cc1C#N)CCCC2 (centres undefined)
    -2.7%, -1.9%, -13.6, -11.8%, -0.5%, 4.4, 1.3%, 16.2, 7.1%, 1.9%, 0.0%
- CCSc1nnc(NC(=O)c2cc(-c3ccccc3O)n[nH]2)s1
    13.7%, -14.6%, 13.4, -8.5%, 4.6%, 2.0, 0.6%, 12.5, -5.7%, 18.8%, -0.3%
- NNC(=O)C1CCCN1S(=O)(=O)c1ccc(Cl)cc1 (centres undefined)
    -3.2%, 6.2%, -1.8, -25.6%, -2.5%, 0.1, -0.9%, -12.5, -1.0%, -1.7%, 2.5%
- CC12CCC(=O)N1C(C(=O)Nc1cc(Cl)ccc1N1CCOCC1)CS2 (centres undefined)
    0.2%, -8.6%, 3.2, 3.9%, -2.7%, -1.2, -0.5%, -13.9, 4.5%, 1.9%, 4.1%
- O=C(O)c1c(C(=O)O)c(-c2ccc(Br)cc2)n2c1CSC2
    -0.8%, 0.4%, 3.6, 0.8%, -2.1%, 14.0, -5.0%, 1.0, -2.2%, -8.0%, -18.0%
- O=C(NCc1ccccc1)c1ccc(-c2ccc(F)cc2)o1
    9.3%, -3.0%, -3.9, 23.6%, ?, 2.5, ., -3.4, ?, 2.2%, -1.4%
- O=C(c1ccccc1)c1cc2ccc(O)cc2oc1=O
    23.1%, -6.4%, -13.2, -1.6%, 5.6%, 0.8, ., -3.6, 19µM*, 13.7%, -29.2%
- CCCCOc1ccc(CN=C(N)N)cc1Cl
    -15.9%, -0.2%, 6.7, 7.5%, -2.4%, 1.2, -2.6%, -8.4, -2.4%, -25.7%, -0.6%
- C=CCn1c(Oc2cccc(C)c2)nc2c1c(=O)n(C)c(=O)n2C
    -1.2%, 18.3%, -7.6, 6.3%, -16.2%, -2.6, 12.6%, 2.0, 1.2%, -5.8%, 0.2%
- CCOC(=O)Cc1csc(NC(=O)c2cccc(OC)c2)n1
    3.8%, 28.4%, -2.2, 2.9%, 3.5%, -2.6, -0.9%, 1.2, ?, 0.4%, 6.6%
- O=C(O)C1C2CCC(C2)C1C(=O)NCCc1ccccc1 (centres undefined)
    -2.4%, 1.5%, 3.5, 1.1%, 0.5%, 4.7, 6.0%, 11.9, -2.1%, -0.2%, -6.9%
- Cc1ccc(CCNC(=O)CCCn2nc(C)c3c(C)n(-c4ccc(C)cc4)nc3c2=O)cc1
    -1.2%, -12.3%, 45.1[activator], 3.8%, -1.8%, 0.5, 0.5%, -26.9, 0.1%&-15.0%, 0.0%, 0.8%
- Cc1cccc(OCCn2ccnc2)c1
    -7.4%, ., -15.0, ., 0.2%, 1.5, 13.8%, -5.1, -1.3%, 2.4%, -6.4%
- CN(C)C(=O)COc1ccc2c(-c3ccccc3)cc(=O)oc2c1
    -1.3%, 21.2%, 23.2, 27.6%, 3.1%, 3.2, 5.8%, 14.7, -2.6%, -1.1%, 5.2%
- COc1ccccc1N1CCN(C(c2ccc(F)cc2)c2nnnn2C(C)C)CC1 (centres undefined)
    -4.0%, 3.5%, 13.3, 5.8%, -2.5%, -0.8, 15.8%, -14.5, -0.7%, 1.7%, -1.7%
- Cc1oncc1C(=S)Nc1ccccc1
    -0.4%, -13.0%, 3.1, ?, 2.7%, 2.4, -4.8%, ?, -2.5%, -2.1%, 1.8%
- Nn1c(SCc2cccc(C(F)(F)F)c2)nnc1-c1ccco1
    3.8%, -22.5%, 0.3, -10.8%[10 µM], -6.0%, 1.5, 1.9%, -6.9, 1.1%, -0.7%, 1.0%
- COc1ccc(N2C(=O)c3ccc(C(=O)Nc4ccc(NC(C)=O)cc4)cc3C2=O)cc1
    0.0%, -1.3%, -5.2, 3.4%, ?, -0.2, 4.3%, 11.4, 0.7%, 0.3%, -9.0%
- NNC(=O)c1ccc(CSc2nc3ccccc3[nH]2)cc1
    -2.2%, 3.6%, 12.9, 20.2%, 0.0%, -0.9, 7.0%, -24.9, -4.0%, 3.2%, -7.0%
- COc1cccc(N2CN(CCc3ccccc3)CNC2=S)c1
    0.0%, ?, -28.1, 14.1µM*, 0.5%, 3.6, 6.4%, -5.2, -0.2%, -3.1%, -0.1%
- O=C(Cn1ccc(C(F)(F)F)n1)N/N=C/c1cccs1
    0.8%, ?, 5.7, ?, -2.7%, 0.3, -3.0%, 4.1, 1.8%, -6.5%, -10.9%
- O=C(O)c1ccc(NS(=O)(=O)c2cccc(C(=O)Nc3cccc(C(=O)O)c3)c2)cc1
    -0.4%, -5.3%, 1.5, -0.8%, 0.0%, 7.1, -1.5%, 8.3, ?, 0.1%, 16.5%
- CC(C(=O)N1CCN(C)CC1)N1C(=O)c2ccccc2C1=O (centres undefined)
    -6.5%, 2.0%, -1.7, -1.2%, 2.6%, 4.2, ., 1.7, 5.3%, 0.2%, -2.2%
- CCCCC(CCC(=O)Nc1ccccc1C(=O)OCC)C(=O)O (centres undefined)
    0.2%, 3.9%, -4.5, 22.2%, -1.7%, 3.5, -3.7%, -26.6, -0.7%, -0.7%, -9.4%
- N=c1c(S(=O)(=O)c2ccccc2)cc2c(=O)n3ccccc3nc2n1Cc1ccco1
    1.3%, ?, -7.6, ?, -1.4%, 0.9, 4.2%, ?, -4.0%, 8.9%, 11.2%
- COc1ccccc1CNC(=O)c1cc(-c2cccnc2)nc2ccccc12
    -1.0%, -9.3%, -15.7, 44.4%, -11.3%, 2.8, 0.5%, 11.7, -14.9%, -3.3%, -9.9%
- CCN(C(=O)Cn1cnc2c1c(=O)n(C)c(=O)n2C)C1CCS(=O)(=O)C1 (centres undefined)
    -3.0%, ., 12.1, ., -1.0%, ., ?, 3.7, -0.5%, -4.4%, -3.7%
- Cc1ccccc1-n1c(SCC(=O)N2CCN(c3ccccc3)CC2)nnc1-c1ccncc1
    1.8%, 2.3%, 5.0, -21.5%, -13.0%, 8.2, ., 0.5, 4.8%, -11.4%, -9.0%
- COc1cccc(NC(=O)CN(C)C(=O)/C=C/c2cn(-c3ccccc3)nc2-c2ccc(C)cc2)c1
    -9.3%, ., 15.9, ., -20.5%, ., 1.7%, -14.3, -4.4%, -8.7%, 0.4%
- CC(C)CCN1CCN(Cc2ccc(C#CCCO)cc2)CC1CCO (centres undefined)
    -4.5%, 4.2%, -4.2, -13.5%, 3.8%, 0.8, 4.0%, 3.0, -0.1%, 2.9%, 2.8%
- O=[N+]([O-])c1cccc2ccc(/C=C/c3ccc(F)cc3)nc12
    19.7%, 3.7%, -12.7, ?, 24.5%, -8.4, -0.4%, 8.2, 8.49µM*, 1.3%, 3.7%
- O=C(NC1CCCCC1)c1cc(C2CC2)on1
    ?, 0.0%, 25.9, 9.7%, ?, 4.7, 0.3%, -1.9, ?, ?, 1.3%
- c1cnc(NCCNc2ncccn2)nc1
    -1.8%, -0.3%[0.365 µM], -7.7, ?, 0.8%, -0.2, ., 11.1, 0.3%, -2.0%, 0.9%
- CC(=O)N1CN(S(=O)(=O)c2ccc(C)cc2)CC1C (centres undefined)
    -4.4%, -12.8%, 5.6, 3.0%, -1.6%, -0.5, 6.3%, -13.0, 4.8%, 0.5%, -5.0%
- Cc1cccc(N=Nc2c(O)[nH]c3ccc(F)cc23)c1
    ?, ?, 26.9, -26.8%, ?, 1.7, 19.2%, -12.4, ?, ?, -0.6%
- COc1ccc(NC(=O)c2ccc([N+](=O)[O-])s2)c([N+](=O)[O-])c1
    14.4%, ?, ?, -2.1%, 10.9%, 3.0, ?, -3.8, -1.3%, 7.1%, 2.4%
- COc1ccc(OC)c(C2C(C(C)=O)=C(O)C(=O)N2c2ccc(F)cc2)c1 (centres undefined)
    0.8%, 0.1%, -9.3, -9.5%, 2.0%, 1.7, 1.3%, 0.1, 0.2%, 3.0%, 0.9%

# Some of these compounds in order of count of non-hydrogen atoms, smallest number first.
# Screens in order: NPC1 promoter act, VP16 counter, Giardia killer, RORgamma inh, ELG1 genotox, FBPA coupling cs, uPA generation, KCNH2 3.1 inh, FLuc counter, Rab9 promoter act, Tb PFK block
- O=C(NC1CCCCC1)c1cc(C2CC2)on1
    ?, 0.0%, 25.9, 9.7%, ?, 4.7, 0.3%, -1.9, ?, ?, 1.3%
- CC(=O)N1CN(S(=O)(=O)c2ccc(C)cc2)CC1C (centres undefined)
    -4.4%, -12.8%, 5.6, 3.0%, -1.6%, -0.5, 6.3%, -13.0, 4.8%, 0.5%, -5.0%
- Cc1cccc(N=Nc2c(O)[nH]c3ccc(F)cc23)c1
    ?, ?, 26.9, -26.8%, ?, 1.7, 19.2%, -12.4, ?, ?, -0.6%

# High-throughput results as filed in PubChem.
